ABHD5 PLIN5 PPI: ABHD5-PLIN5 interaction inhibitors, primary screen, cell lysate, split luciferase complementation, luminescence. AID 602281, 2012. inhibition, % at 4 µM. Perilipin-5 (Homo sapiens) + 1-acylglycerol-3-phosphate O-acyltransferase ABHD5 (Homo …. Split G. princeps luciferase complementation, 4 h. actives 0.78% (n = 360,000);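 active means inhibition above the mean inhibition across every tested compound plus 3 SD, cut at about 22% in these data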;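 further: 0% = DMSO only wells and the 100% control is not disclosed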
N-glyco inh: increase of ERlucT glycosylation luciferase signal, primary screen, N-linked glycosylation inhibitor project, D54 ERlucT cells, luminescence, set 2 | D54 ERlucT glycosylation luciferase reporter, 24 h; percent of 100 nM tunicamycin response | AID 588692, 2011 | reporter increase, % at 12.5 µM | actives 0.23% (n = 360,000);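 active means mean luciferase reporter signal, scaled so untreated is 0 and the glycosylation-blocking control 100, at or above a set limit in every replicate; inconclusive means mean reaches the limit but not every replicate does; inactive means mean below the limit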;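 further: luciferase carries N-glycosylation sites so blocking glycosylation raises the light; 0% = median of neutral control wells and 100% = median of 100 nM tunicamycin wells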
Exocytosis inh: LAMP-1 surface exposure blockers, TALL-104 cells – cell-based, flow cytometry, MLPCN library, primary screen | TALL-104 LAMP-1 surface exposure; cells stimulated with thapsigargin and PMA | inhibition, % at 10 µM | actives 0.66% (n = 360,000);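 active means inhibition above about 55%, limit read from the data; inconclusive means no clear call, values can overlap the other calls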
Vif inh: HIV Vif self-association inhibitors, primary screen, imaging, HEK293T, single point; HEK293T cells, Vif self-association by quenched fluorescence, 24 h; inhibition, % at 7.49 µM; actives 0.35% (n = 340,000); AID 602346, 2012; in the data active means inhibition above about 50%, passing the limit was not always enough; inconclusive means no clear call, values can overlap the other calls; inactive means below about 31%; further: some results filed as inactive read as strong as hits
aDG glyco act: activators of alpha-DG glycosylation, primary screen, uHTS, Pro5-aDG cells, AlphaScreen. alpha-DG glycosylation AlphaScreen (IIH6); 0% Pro5, 100% B10-LARGE cell signal. activation, % at 10 µM. actives 0.22% (n = 360,000). AID 624168, 2012;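 active means activation of at least 8% versus controls, or a plate z-score of at least 8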;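 further: Pro5 are CHO cells carrying HIG-tagged alpha-DG that lacks glycosylation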
TLR9-MyD88 block: inhibitors of TLR9-MyD88 association in cells, primary screen, cell-based, CHO, BLA complementation, fluorescence; Toll-like receptor 9 (Homo sapiens) + Myeloid differentiation primary response protein …; CCF4 FRET ratio; inhibition, % at 4.98 µM; actives 0.21% (n = 340,000); AID 504734, 2011;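 active means inhibition above the mean over all tested compounds plus 3 SD, cut at about 21% in these data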;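 further: 0% = DMSO only wells and 100% = clavulanate BLA inhibitor control wells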
NOD2-RIPK2 inh: NOD2-RIPK2 binding disruptors in cells, primary screen, fluorescence, CHO cells, BLA complementation | actives 0.38% (n = 360,000) | Receptor-interacting serine/threonine-protein kinase 2 (Homo sapiens), O43353 | inhibition, % at 4.98 µM | CCF4 ratio; in the data active means inhibition above about 21%;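 further: 0% = vehicle only and 100% = reference blocker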
MC4R antag cAMP: MC4R antagonists of cAMP signaling, primary screen, cell-based, TR-FRET, antagonist arm of biased-ligand search. MC4R-expressing cells, MTII-stimulated cAMP, LANCE TR-FRET. inhibition, % at 6.5 µM. actives 0.48% (n = 360,000);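 active means inhibition above its plate's cutoff, the mean of tested wells on that plate plus 3 SD, cut at about 29% in these data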;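 further: 0% = Melanotan II alone and 100% = Melanotan II plus saturating MCL0020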
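system = U2OS cells with stable human MC4R expression | also added = Melanotan II challenge after compound preincubation | dosing = one concentration, 6.5 µM nominal | incubation = compound 30 min, challenge 1 h, detection 1 h | measured by = TR-FRET with Eu-cAMP and labeled anti-cAMP, 671 nm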
MC4R barr agon: MC4R agonists recruiting beta-arrestin, primary screen, cell-based, luminescence, agonist arm of biased-ligand search | Melanocortin receptor 4 (Homo sapiens), P32245 | U2OS MC4R beta-arrestin complementation; percent of melanotan II response, DMSO zero | activation, % at 8.9 µM | actives 0.98% (n = 360,000) | AID 540308, 2011;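 active means activation above a per-plate cutoff, the mean activation of sample wells on that plate plus 3 SD, cut at about 8% in these data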
ABCB6 inh 2: ABCB6 transporter inhibitors, primary screen, K562-ABCB6 cells, flow cytometry, MLPCN library; ATP-binding cassette sub-family B member 6 (Homo sapiens), Q9NP58; K562-ABCB6 porphyrin accumulation, 1 h; stronger effect = lower value; fluorescence ratio to DMSO, % at 10 µM; actives 0.19% (n = 360,000); AID 602162, 2011;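 active means fluorescence ratio to DMSO below 75%, the collection mean minus 3 SD; inconclusive means too few cells collected in the well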;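 further: signal is porphyrin accumulated inside mitochondria; 100% equals median channel fluorescence of DMSO control wells; lower ratio means ABCB6 inhibition with less porphyrin fluorescence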
Target sequence (Q9NP58 whole entry, looked up): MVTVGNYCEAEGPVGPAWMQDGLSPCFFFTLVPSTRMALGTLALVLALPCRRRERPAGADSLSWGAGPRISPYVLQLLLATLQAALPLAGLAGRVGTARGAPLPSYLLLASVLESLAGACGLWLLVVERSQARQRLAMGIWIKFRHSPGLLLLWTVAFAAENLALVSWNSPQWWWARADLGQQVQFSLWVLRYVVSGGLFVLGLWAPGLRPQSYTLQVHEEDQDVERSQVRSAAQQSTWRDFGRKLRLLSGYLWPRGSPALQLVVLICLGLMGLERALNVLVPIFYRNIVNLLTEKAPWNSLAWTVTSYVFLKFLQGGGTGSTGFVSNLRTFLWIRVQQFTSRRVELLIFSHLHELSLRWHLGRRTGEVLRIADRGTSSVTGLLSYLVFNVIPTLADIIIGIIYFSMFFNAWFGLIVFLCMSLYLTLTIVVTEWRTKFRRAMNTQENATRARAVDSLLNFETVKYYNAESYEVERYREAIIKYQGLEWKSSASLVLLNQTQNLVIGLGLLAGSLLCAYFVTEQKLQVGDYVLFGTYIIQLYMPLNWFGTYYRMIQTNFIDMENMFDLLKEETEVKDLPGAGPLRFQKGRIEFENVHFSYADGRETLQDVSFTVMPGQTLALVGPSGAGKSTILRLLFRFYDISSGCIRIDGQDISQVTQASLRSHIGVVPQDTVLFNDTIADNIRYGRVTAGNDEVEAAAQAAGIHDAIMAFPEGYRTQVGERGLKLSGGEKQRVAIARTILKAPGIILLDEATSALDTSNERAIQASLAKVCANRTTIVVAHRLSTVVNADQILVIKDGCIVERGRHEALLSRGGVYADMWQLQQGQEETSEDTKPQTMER
Starred values were filed as active, the others as inactive; ? = inconclusive; . = not tested or not shown.

no.	Structure	ABHD5 PLIN5 PPI	N-glyco inh	Exocytosis inh	Vif inh	aDG glyco act	TLR9-MyD88 block	NOD2-RIPK2 inh	MC4R antag cAMP	MC4R barr agon	ABCB6 inh 2
1	COC(=O)CC(NC(=O)Nc1ccccc1F)c1ccc2c(c1)OCO2 (configuration not stated)	-4	1	6	4	0.0	5	3	7	-1.6	98
2	COc1cccc(C2=CC(c3cccc(OC)c3OC)n3nnnc3N2)c1 (configuration not stated)	5	18	-3	0	-0.1	1	-7	-7	1.6	119
3	CC(C)C[C@@H]1COc2cc(N3CCC[C@H]3CO)ccc2S(=O)(=O)N1	1	.	12	.	0.3	.	-12	.	.	98
4	NS(=O)(=O)c1cccc(NC(=O)CSc2n[nH]c(-c3cccs3)n2)c1	-5	1	0	?	-0.2	0	-4	-5	-2.2	99
5	CC(=O)Nc1cccc(NC(=O)CN2c3cccc4cccc(c34)S2(=O)=O)c1	0	1	-5	19	-0.1	7	6	3	-1.3	91
6	CCOC(=O)C(=O)Nc1nnc(C2CCCCC2)s1	5	1	4	17	0.2	12	5	4	-1.2	101
7	CCn1cnc2scc(-c3ccc(OC)cc3)c2c1=O	-3	-2	2	-19	-0.1	-16	1	0	-1.2	93
8	O=C(NCCC1CCCCN1S(=O)(=O)c1ccccc1)C(=O)NCc1cccnc1 (configuration not stated)	-6	-1	19	-2	0.2	-4	-8	3	-1.4	105
9	CCn1c(SCC(=O)NCC(=O)Nc2ccc(F)cc2)nnc1-c1ccncc1	2	0	0	-10	-0.1	1	-2	17	-2.6	84
10	COc1ccc(-n2c(=O)[nH]cc(C(=O)N3CCc4ccccc43)c2=O)cc1	-1	-1	0	4	0.0	1	-3	12	-0.7	101
11	O=C(C(Cc1ccccc1)N1C(=O)C2C3C=CC(C3)C2C1=O)N1CCCCCC1 (configuration not stated)	-1	0	-5	10	0.2	-1	6	14	1.1	100
12	COc1ccc2nc(/N=C/c3c(C)[nH]n(-c4ccc(C)cc4)c3=O)sc2c1	-28	2	0	-1	0.0	0	-4	-2	-3.0	97
13	CC(=O)c1ccc(NC(=O)CSc2ccc(-c3ccc(-n4cccn4)cc3)nn2)cc1	-1	-2	16	1	0.0	-7	-5	8	-1.0	98
14	CC(OC(=O)c1ccc(Cl)c([N+](=O)[O-])c1)C(=O)N1CCN(Cc2ccccc2)CC1 (configuration not stated)	-6	-6	-6	-9	0.3	2	9	16	-6.6	93
15	C[C@@H]1CN([C@@H](C)CO)S(=O)(=O)c2ccc(Br)cc2O[C@H]1CN(C)C(=O)c1cccc(F)c1	-5	-2	3	-15	-0.2	-6	-14	3	0.9	97
16	O=C(CSc1nc(-c2ccccc2)cc(C(F)(F)F)n1)NCc1cccs1	.	-4	-2	-9	0.1	-11	.	.	.	100
17	Cc1cc(C)c(NC(=O)CS(=O)CC(=O)Nc2cccnc2)c(C)c1 (configuration not stated)	3	0	1	-3	-0.1	-1	1	-4	-2.0	100
18	O=C(N1CCN(S(=O)(=O)c2ccc(Cl)cc2)CC1)n1ccnc1	-2	2	-4	0	0.1	-7	-2	2	-2.5	98
19	CC(C)OC(=O)/C(=C\c1cccnc1)NC(=O)c1ccccc1	-6	1	-3	1	-0.1	6	-7	0	-2.2	96
20	Cc1cccc(C)c1NC(=O)N1CCN(C2CCCCC2)CC1	4	-2	-6	-9	-0.1	-13	-8	2	-0.8	110
21	O=c1c2ccccc2oc2ccc(NCCCn3ccnc3)cc12	-14	-16	-10	-4	0.4	9	11	4	-2.0	97
22	C=CCNC(=O)/C(C#N)=C/c1ccccc1Cl	6	9	-1	0	0.4	-4	3	10	-0.7	102
23	O=C1CCC(=O)N1CCC(=O)N(C(=O)NC1CCCCC1)C1CCCCC1	-4	0	-1	-4	-0.2	4	-2	0	-0.5	105
24	O=C(Cn1cc2c(n1)CCCCC2)Nc1c(F)c(F)cc(F)c1F	-3	-2	0	4	-0.2	8	1	-4	-1.5	101
25	O=C(NCC(c1ccco1)N1CCOCC1)c1cccc([N+](=O)[O-])c1 (configuration not stated)	1	1	-2	1	0.9	2	5	-4	-0.8	102
26	Cc1ccc(S(=O)(=O)N2CCOCC2)cc1NC(=O)COC(=O)c1n[nH]c(=O)c2ccccc12	1	4	-3	7	0.1	5	-3	2	-2.5	96
27	CNC(=O)C(=O)N/N=C/c1ccc(Br)cc1	1	0	0	-6	-0.1	-4	0	-2	-4.5	91
28	Cc1ccc(-n2cccn2)c(CN2CCCC(C(=O)c3ccc4c(c3)OCO4)C2)c1 (configuration not stated)	2	4	8	9	1.5	0	2	3	-1.0	98
29	C/C(=N/NC(=O)c1nnn(-c2nonc2N)c1COc1ccccc1)c1ccccc1	0	1	2	-3	-0.2	-4	-2	-1	-4.1	92
30	O=C(c1ccc2nc(Cc3cccc(Cl)c3)oc2c1)N1CCC(O)CC1	-9	0	4	3	0.2	-2	-12	0	-2.5	96
31	CCCCOc1ccc(-c2nnc(-c3cc[n+](C)cc3)o2)cc1	6	1	2	.	0.2	-8	1	0	-0.3	108
32	Cc1ccc(NC(=O)CNc2cccc(S(=O)(=O)N3CCOCC3)c2)cc1F	-6	0	-6	4	0.5	11	3	3	-1.1	95
33	CC(C)CNC(=O)CC(=O)NN=C1CCCC1	2	2	-1	8	0.6	-5	6	8	-1.5	103
34	Nc1c(Cl)cc(Cl)cc1C(=O)OCC(=O)NC1CC1	-2	1	0	-16	0.1	3	-10	-1	0.3	98
35	CN(C)CCCN(C(=O)c1ccc2c(c1)OCCO2)c1nc2cc3c(cc2s1)OCO3	3	-8	3	-1	-0.3	0	10	-2	-2.5	98
36	O=C(Nc1ccccc1)c1cccc(N2C(=O)C3C4C=CC(C5CC45)C3C2=O)c1 (configuration not stated)	-2	4	26	-5	0.7	8	8	-3	-0.5	96
37	CC(Sc1n[nH]c(=O)[nH]c1=O)C(=O)OCc1ccccc1 (configuration not stated)	-2	2	-2	.	0.1	1	-7	4	-1.0	100
38	CCc1ccc(S(=O)(=O)NCCc2csc(-c3ccccc3)n2)s1	-7	-1	-2	.	0.7	-9	11	15	4.2	89
39	COCCN1CCC(CNCc2cn[nH]c2-c2ccc(C)c(C)c2)C1 (configuration not stated)	2	-4	2	0	-0.2	0	-10	13	-0.4	99
40	COc1ccc(NC(=O)C(CC(=O)O)Cc2ccc(Cl)cc2)cc1 (configuration not stated)	11	0	19	2	-0.2	0	14	8	-0.5	97
41	COC(=O)C[C@H]1c2ccccc2S(=O)(=O)N1Cc1ccc(OC)cc1	-7	1	2	-1	-0.1	-5	-2	5	-1.0	99
42	CCOC(=O)C1=C(CC)OC(N)=C(C#N)C1c1cc(OC)ccc1OC (configuration not stated)	-6	1	-2	11	0.0	0	8	-1	-3.0	87
43	Fc1ccc2[nH]c3c(NCCN4CCOCC4)ncnc3c2c1	2	0	-2	-14	1.3	0	-5	4	-1.2	103
44	CC1(N2CCCCC2)C(=O)c2ccccc2C1=O	4	2	-2	-17	-0.4	-7	-3	24	0.5	101
45	CCc1nc2c(OCc3ccc(OC)cc3)cccn2c1N(C)C(=O)C(C)C	-2	2	-2	-7	0.3	.	1	7	-0.2	100
46	CC(C)C(=NO)c1ccccc1	9	2	15	8	0.0	-6	0	-1	-0.7	93
47	CCNC(=O)C1(C)CCN(C(=O)c2ccc(OC)c(OC)c2)C1 (configuration not stated)	3	3	17	-1	0.1	.	-5	5	2.5	104
48	COc1ccc(OC)c2[nH]c(=O)c(CCNC(=O)C(=O)c3c[nH]c4ccccc34)cc12	4	-1	2	8	-0.7	1	-5	4	-1.2	92
49	O=C(Nc1ccccc1-c1ccccc1)c1cccc([N+](=O)[O-])c1	-8	0	4	7	0.1	-5	-6	-3	1.6	88
50	CCOc1ccccc1-n1c(COc2ccc(C)cc2)nnc1SCC(N)=O	3	-1	0	.	0.0	3	-7	0	-1.0	97
51	Cc1cccc(C)c1OCC(O)CN1CCN(C(=O)c2ccccc2)CC1 (configuration not stated)	-10	1	5	1	0.0	-19	-7	10	2.8	94
52	Clc1cccc(CN2C3=NCCCN3c3ccccc32)c1	2	1	23	-9	0.3	-1	-2	10	-0.2	94
53	Cn1nc(C(C)(C)C)c(NC(=O)c2cccs2)c1C(C)(C)C	6	0	1	-4	0.0	-9	-5	14	-0.9	98
54	CC(C)C[C@@H]1CN=C(N)N1C[C@@H]1CCCN1C[C@H](C)N1C[C@@H](Cc2ccccc2)N(CCCC2CCCC2)C1=N	10	1	-5	1	-0.2	-4	-4	10	1.5	93
55	CC(C)=CCn1c2ccc(NC(=S)NC3CC3)cc2c(=O)n1C	-5	0	-4	-1	0.2	.	18	7	-0.5	87
56	O=C(O)c1cccc(Nc2nc3ccccc3nc2NS(=O)(=O)c2ccccc2)c1	-1	0	-1	2	0.1	0	-5	18	-0.7	105
57	Cc1ccc(S(=O)(=O)NC(=O)COc2ccc([N+](=O)[O-])cc2)cc1	4	1	11	7	-0.1	-12	1	3	-2.5	96
58	CCC(C)(C)NC(=O)CN(C(=O)CNS(=O)(=O)c1ccc(C)cc1)c1ccc2c(c1)OCCO2	-5	0	-4	2	0.1	-5	1	10	0.2	92
59	O=C(C1CCCO1)N(c1ccc(F)cc1)C1C=CS(=O)(=O)C1 (configuration not stated)	-4	3	1	-3	-0.2	9	-12	5	-0.5	88
60	CSc1nnc(-c2ccccc2N=Cc2c(C)[nH]n(-c3ccccc3)c2=O)c(=O)[nH]1	-4	2	-1	9	-0.1	5	10	2	-2.0	92

(further entries)
no.	Structure	ABHD5 PLIN5 PPI	N-glyco inh	Exocytosis inh	Vif inh	aDG glyco act	TLR9-MyD88 block	NOD2-RIPK2 inh	MC4R antag cAMP	MC4R barr agon	ABCB6 inh 2
61	O=C(CN1CSCC1=O)N1CCN(S(=O)(=O)c2cccc(F)c2)CC1	0	1	-1	-3	0.3	2	5	-1	-2.2	102
62	COc1ccc(Cl)cc1C(=O)CSc1nnnn1C1CCCC1	4	-4	-1	.	0.2	-1	0	1	-3.0	93
63	CC(C(=O)O)N1C(=O)C2C3CC(C2C1=O)C1C(c2ccccc2)c2sc(=O)[nH]c2SC31 (configuration not stated)	9	-7	15	-2	-0.1	-7	-14	-1	4.3	90
64	Cc1cc(C(C)(C)C)oc1C(=O)O	-2	2	3	-7	-0.2	2	-1	9	-1.4	102

Compound activity: PubChem, several laboratories

An excerpt. The share of hits here may be higher or lower than overall.
